A549 viability = kills or reduces viability of A549 cells in Nrf2 counter-screen; AID 504648; A549 ARE-Fluc cells, CellTiter-Fluor viability, 18-24 h; Potency, µM (top dose mostly 46 µM), for the others: at the highest dose activity change, negative = cytotoxicity, hits mostly inhibitors; 390,000 tested, 0.16% active; also: % is scaled to controls: 0 for no effect and ±100 for the full control effect
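A549 ARE_Fluc cells in 5% FBS OPTI-MEM were exposed to compounds in concentration-response for 18-24 h at 37 deg C. Viability was read by CellTiter-Fluor fluorescence (Ex 405/Em 525) after 30 min, before the luciferase read.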
MCF10A rerep = DNA re-replication induction in MCF 10a cells | 350,000 tested, 2.9% active | MCF 10A DNA re-replication, Hoechst nuclear intensity, 48 h | Potency, µM (titrated, usually from 46.1 µM), inactives show at the top dose activity, positive = re-replication, hits mostly activators | AID 624296; also: % of control where 0% means no effect; nearly all actives have a fitted effect of over 50% in size
ATXN2 expr inh = ATXN2 expression inhibition; HEK-293 ATXN2-luciferase reporter, luminescence, 24 h; 360,000 tested, 0.72% active; AID 1745845; Potency, µM (doses to about 57 µM), for the others: at the highest dose activity change, negative = inhibition, hits mostly inhibitors; also: % is scaled to controls: 0 for no effect and ±100 for the full control effect; nearly all actives have a fitted effect of over 55% in size
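ATXN2-luciferase reporter cells (luciferase flanked by upstream and downstream ATXN2 gene portions) were treated 24 h at 37 °C with compounds at up to 57 uM. SteadyGlo luminescence gave expression; GF-AFC fluorescence gave viability.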
EPAC2 antag = blocks human EPAC2 exchange factor | AID 720708 | 360,000 tested, 0.18% active | Q8WZA2 | Potency, µM (top dose mostly 114 µM), inactives show at the highest dose activity, negative = inhibition, usual class: inhibitors | EPAC2 GEF exchange of Rap1B-BODIPY-GDP, fluorescence; also: % is scaled to controls: 0 for no effect and ±100 for the full control effect; nearly all actives have a fitted effect of over 45% in size; many of its hits are not listed in these tables
Target sequence (Q8WZA2 whole entry, looked up): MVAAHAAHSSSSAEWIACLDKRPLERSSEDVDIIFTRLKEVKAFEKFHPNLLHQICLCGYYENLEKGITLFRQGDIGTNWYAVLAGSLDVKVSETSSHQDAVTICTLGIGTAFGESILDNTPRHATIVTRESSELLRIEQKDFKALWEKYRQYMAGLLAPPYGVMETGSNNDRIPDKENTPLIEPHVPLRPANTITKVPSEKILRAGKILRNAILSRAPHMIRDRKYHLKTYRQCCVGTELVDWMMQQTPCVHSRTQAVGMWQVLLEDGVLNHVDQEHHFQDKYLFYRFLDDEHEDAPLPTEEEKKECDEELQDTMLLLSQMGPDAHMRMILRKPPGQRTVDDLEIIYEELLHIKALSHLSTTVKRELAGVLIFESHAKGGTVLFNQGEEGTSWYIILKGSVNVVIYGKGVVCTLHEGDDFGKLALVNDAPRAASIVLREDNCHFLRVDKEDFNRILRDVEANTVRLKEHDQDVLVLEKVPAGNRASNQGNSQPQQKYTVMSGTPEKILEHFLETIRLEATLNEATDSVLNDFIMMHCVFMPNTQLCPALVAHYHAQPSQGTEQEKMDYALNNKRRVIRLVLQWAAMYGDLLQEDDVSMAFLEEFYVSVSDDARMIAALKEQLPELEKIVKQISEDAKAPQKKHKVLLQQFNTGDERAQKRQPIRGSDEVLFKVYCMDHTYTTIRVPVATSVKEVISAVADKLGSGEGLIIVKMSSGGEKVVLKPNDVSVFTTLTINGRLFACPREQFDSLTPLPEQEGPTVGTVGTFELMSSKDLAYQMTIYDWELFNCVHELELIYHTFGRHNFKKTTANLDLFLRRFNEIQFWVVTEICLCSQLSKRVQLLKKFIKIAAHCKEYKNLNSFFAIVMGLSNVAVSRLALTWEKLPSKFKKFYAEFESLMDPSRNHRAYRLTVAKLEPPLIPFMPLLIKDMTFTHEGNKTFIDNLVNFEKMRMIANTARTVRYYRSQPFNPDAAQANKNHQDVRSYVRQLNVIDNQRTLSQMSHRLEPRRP
Nrf2 inh = blocks Nrf2 signaling; A549 ARE-Fluc reporter, luciferase luminescence, 18-24 h; 360,000 tested, 2.1% active; Potency, µM (series often up to 46 µM), without a hit: top-dose activity change, negative = inhibition, hits mostly inhibitors; also: % is scaled to controls: 0 for no effect and ±100 for the full control effect; nearly all actives have a fitted effect of over 60% in size
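Reporter: ARE-Fluc in A549. Exposure: 18-24 h, 37 °C, 5% CO2, 5% FBS OPTI-MEM. Readouts: fluorescent cytotoxicity (CellTiter-Fluor), then luminescent Nrf2 signal after BugLite.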
HepG2 viability = counter-screen for TGF-b inhibitors: cytotoxicity in HepG2 cells; HepG2 CAGA-GFP viability, ATP luminescence, 18 h; Potency, µM (highest dose often 46.1 µM), inactives show at the highest dose activity change, negative = cytotoxicity, hits mostly cytotoxic; 410,000 tested, 0.76% active; AID 588856; also: some results filed as inactive show a strong effect at the top dose
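HepG2 CAGA-GFP cells (1000/well, DMEM with 1% FBS) received compound, then TGF-beta at 500 pg/mL final, and were incubated 18 hours at 37 degrees C. Viability was read by CellTiter-Glo luminescence. Media-only wells were set as complete cell-killing and DMSO as no toxicity.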
S2 tox = viability counter-screen for ATXN expression inhibitors | S2 cells (HEK-293 line with an ATXN2-luciferase reporter) viability, CellTiter-Fluor protease fluorescence, 24 h | Potency, µM (series often up to 56.7 µM), hits mostly cytotoxic | 400,000 tested, 0.49% active; also: nearly all actives have a fitted effect of over 40% in size
Nrf2 activator = Nrf2 pathway activation. AREc32 ARE-luciferase reporter (MCF7-derived line), luminescence, 24 h. Potency, µM (series often up to 46.1 µM), for inactives: top-dose activation, actives largely listed as activators. 410,000 tested, 0.31% active. AID 624171; also: % of control where 0% means no effect; nearly all actives have a fitted effect of over 65% in size
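ARE-driven firefly luciferase activity in AREc32 cells measured after a 24 hr compound exposure at 37 deg C, using Steady-Glo reagent and a 30 min room-temperature hold.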
TGFb inhibitor = inhibitors of TGF-b signaling. AID 588855. Potency, µM (series often up to 46.1 µM), inactives show at the top dose activity, negative = inhibition, hits mostly inhibitors. HepG2 CAGA-GFP TGF-b/SMAD3 reporter, GFP fluorescence, 18 h; TGF-beta stimulated, 500 pg/mL final. 410,000 tested, 1.2% active; also: % is scaled to controls: 0 for no effect and ±100 for the full control effect; nearly all actives have a fitted effect of over 65% in size
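Read-out: total well GFP (ex488/em500-530) summed from mean per-cell fluorescence. Cells: HEPG2 CAGA-GFP, 1% FBS DMEM, 18 h at 37 degrees C with 500 pg/mL final TGF-beta. Unstimulated wells served as the full-inhibition control; stimulated DMSO wells = 0%.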
* marks the source's active call; other numbers are inactive results; i = inactive; ? = inconclusive; / = not tested or not shown; & = joins results of further samples; [ ] = remark or other dose. Calls follow the shape of the dose curve; as a rule, active = well fitted curve in the direction sought with a large enough effect; inconclusive = small, poorly fitted or top-dose-only effect, or another doubt; inactive = no such curve, though single readings can be large; an effect the other way counts as inactive or inconclusive. Potency is read from the fitted curve at half-maximal effect.

SMILES	A549 viability	MCF10A rerep	ATXN2 expr inh	EPAC2 antag	Nrf2 inh	HepG2 viability	S2 tox	Nrf2 activator	TGFb inhibitor
CCCOc1ccc(C2C(=O)N(C3CCCCCC3)CC(=O)N2CCC2=CCCCC2)cc1OC (configuration not stated)	24%	/	/	/	/	-6%	/	0.2%	-1%
Cc1ccc(S(=O)(=O)N2CCN(C(=O)COC(=O)c3nc(Cl)ccc3Cl)CC2)c(C)c1	0%	0%	/	2%	-11%	-9%	?	-0.2%	15%
Fc1ccc(-n2ncc3c(NC4CCCCCC4)ncnc32)cc1	-2%	/	72%[activator]	/	/	-49%	i	0.1%	-15%
NNC(=S)Nc1c(Br)cc(F)cc1Br	6%	8%	-19%	3%	6%	-11%	i	-0.4%	-11%
N#C/C(=C\N1CCCCC1)S(=O)(=O)c1ccc(Cl)cc1	-2%	-4%	-8%	11%	-15%	0%	i	-0.1%	0%
CC(C)N(C(=O)c1ccc(C(=O)Nc2ccc([N+](=O)[O-])cc2)cc1)C(C)C	-6%	-35%[inhibitor]	-11%	4%	11%	3%	i	2.6%	14%
COc1ccc2[nH]cc(CCNC(C)=O)c2c1	2%	-3%	1%&20%&12%	9%	0%	-29%	i	-0.5%	10%
COc1ccccc1CCC(=O)NNC(=O)c1cccs1	5%	-2%	0%	10%	?	2%	i	-0.6%	-3%
NS(=O)(=O)c1ccc(CCNc2nccn(-c3cccc(C(F)(F)F)c3)c2=O)cc1	0%	/	-6%	/	?	-20%	i	3.4%	?
COc1ccccc1-c1noc(CCC(=O)NC2CCCCC2)n1	9%	-1%	6%	4%	6%	-17%	i	2.1%	0%
O=C1c2ccccc2C(=O)N1Cc1ccc2c(c1)OCO2	13%	-15%	-10%	-6%	/	-28%	i	-0.5%	-4%
C[C@@H](OC(=O)c1[nH]cnc1C(=O)NCc1ccc(CNC(=O)OC(C)(C)C)cc1)c1ccccc1	-23%	?	-36%	-23%	?	-8%	?	3.5%	?
CC1(C)Cc2c(c(-c3ccccc3)[nH]c(=O)c2C#N)CO1	-5%	-1%	-3%	-22%[57.1 µM]	-1%	-10%	?	0.4%	0%
COc1cccc(-n2c(SCC(=O)Nc3sc4c(c3C(N)=O)CCC4)nc3ccccc3c2=O)c1	-9%	16%	-15%	-5%	?	0%	i	0.0%	-2%
COC(=O)c1ccc(C(=O)OC)c(NC(=O)CS(=O)(=O)Cc2ccccc2)c1	-1%	-23%	-10%	9%	16%	-28%	?	0.2%	-9%
CCOC(=O)c1ccccc1NC(=O)Cn1c(=O)n(CCC(=O)NCc2ccccc2OC)c(=O)c2ccccc21	5%	/	1%	/	12%	-34%	i	0.3%	-11%
CCc1nc2ccc(C(=O)NCCOc3ccc(OC)cc3)cn2c1N(C)C(=O)COc1ccccc1	/	/	7%	1%	/	-10%	i	-1.2%	-1%
CC(=O)NCCNC(=O)CCCc1nnc2n(C)c(=O)c3sccc3n12	3%	/	14%	/	4%[9.27 µM]	0%	i	-1.2%	3%
Clc1nc(NC2CCCC2)nc(N2CCOCC2)n1	-5%	?	0%	2%	-10%	6%	i	-0.8%	-7%
COc1cc(/C=N/Nc2ccc(F)cc2F)cc(OC)c1OC	0%	1%	0%	-10%	-22%	4%	?	0.2%	-6%

Pulled one by one from the list above (two):
SMILES	A549 viability	MCF10A rerep	ATXN2 expr inh	EPAC2 antag	Nrf2 inh	HepG2 viability	S2 tox	Nrf2 activator	TGFb inhibitor
O=C1c2ccccc2C(=O)N1Cc1ccc2c(c1)OCO2	13%	-15%	-10%	-6%	/	-28%	i	-0.5%	-4%
COc1cc(/C=N/Nc2ccc(F)cc2F)cc(OC)c1OC	0%	1%	0%	-10%	-22%	4%	?	0.2%	-6%

The main list resumes; the four compounds before the break are reprinted first.
SMILES	A549 viability	MCF10A rerep	ATXN2 expr inh	EPAC2 antag	Nrf2 inh	HepG2 viability	S2 tox	Nrf2 activator	TGFb inhibitor
CCc1nc2ccc(C(=O)NCCOc3ccc(OC)cc3)cn2c1N(C)C(=O)COc1ccccc1	/	/	7%	1%	/	-10%	i	-1.2%	-1%
CC(=O)NCCNC(=O)CCCc1nnc2n(C)c(=O)c3sccc3n12	3%	/	14%	/	4%[9.27 µM]	0%	i	-1.2%	3%
Clc1nc(NC2CCCC2)nc(N2CCOCC2)n1	-5%	?	0%	2%	-10%	6%	i	-0.8%	-7%
COc1cc(/C=N/Nc2ccc(F)cc2F)cc(OC)c1OC	0%	1%	0%	-10%	-22%	4%	?	0.2%	-6%
Cc1cc(C)c(C#N)c(SCc2ccccc2C)n1	4%	8%	-11%	?	-22%	5%	i	0.0%	-20%
COc1cc(N)c(Cl)cc1C(=O)OCC(=O)Nc1cccnc1Cl	0%	-1%	7%	7%	-9%	0%	i	0.3%	-26%
CCNc1c(N)c(=O)oc2ccccc12	6%	-6%	0%	5%	/	0%	i	4.3%	-20%
CC1CN(C(=O)C(Sc2ccccc2)c2ccccc2)CC(C)O1 (configuration not stated)	-3%	2%	9%	7%	-6%	-1%	i	2.9%	8%
COC(=O)c1[nH]nc(C(=O)OC(C)(C)C)c1-c1ccccc1	-3%	8%	18%	3%	13%	-10%	i	0.4%	?
c1ccc(N2CCN(c3ncccn3)CC2)cc1	-1%	2%	19%	10%	23%	-1%	i	4.0%	1%
CC(C)C[C@H](NC(=O)N1CCn2c1nc1ccccc12)C(=O)NCC1CCCO1 (some centres not stated)	-10%	-1%	-6%	6%	-11%	4%	i	-0.6%	-9%
OC/C(Br)=C(\Br)CO	1%	3%	-10%	-13%	-13%	6%	i	0.0%	3%
Cc1ccc(-c2nn(-c3ccc(F)cc3)cc2C(=O)NCC2CCCO2)cc1 (configuration not stated)	0%	12%	5%	-3%	?	-27%	i	3.2%	20%
CCOC(=O)c1cccc(NC(=O)/C=C/c2ccc([N+](=O)[O-])cc2)c1	-4%	18%	-7%	1%	?	11%	i	2.1%	?
CCCCn1c(=O)[nH]c(=O)c2c1nc(-c1cc3c(cc1Br)OCO3)n2C	-5%	?	-3%	-4%	-2%	3%	i	0.7%	11%
C=CC[C@@H](CC(=O)N(CCO)Cc1ccccc1)C(=O)NC[C@@H](OC(=O)[C@@H](CC=C)Cc1ccc(F)cc1)c1ccccc1	-5%	?	?	-12%	0%	-25%	?	-0.9%	?
C[C@H]1CC[C@H]2C(=O)N[C@H](Cc3ccccc3)C(=O)N2[C@@H]1c1ccccc1	-3%	10%	5%	21%	10%	-2%	i	4.0%	-24%
CCOC(=O)CC1C(=O)NCCN1Cc1cccs1 (configuration not stated)	3%	-3%	2%	1%	5%	4%	i	0.3%	-1%
COC(=O)C1CN(C(=O)COc2cccc(C)c2C)c2ccccc2O1 (configuration not stated)	1%	1%	/	-14%	7%	-2%	i	0.3%	-3%
C/C(=N\NC(=O)C(C)n1nc(C)c([N+](=O)[O-])c1C)c1ccccc1O (configuration not stated)	-3%	?	16µM*	-7%	?	-20%	i	-0.8%	?
CCCCNc1c(-c2ccc(-c3ccc(C(C)=O)cc3)c(OC)c2)nc2cc(C)ccn12	-22%	?	?	6%	?	-26%	i	0.0%	?
COc1cccc(/C=N/Nc2ncccc2[N+](=O)[O-])c1OC	4%	6%	3.2µM*	?	/	-60%	i	-3.1%	-20%
CSc1ccccc1NC(=S)NC1CCCC1	-4%	1%	-7%	0%	-4%	1%	i	0.0%	-24%
CC(=O)Nc1ccc(S(=O)(=O)NCc2ccc(C)cc2)cc1	-2%	18%	2%	8%	4%	2%	i	2.4%	-4%
CCOC(=O)N1CCC(N(CCN(C)C)C(=S)Nc2ccccc2C)CC1	8%	5%	-3%	6%	8%	-1%	i	0.1%	3%
CC(=O)c1ccc(NC(=S)Nc2cccc3ccccc23)cc1	2%	-2%	14%	1%	?	2%	i	6.6%	-12%
CC1C(c2ccccc2)=Nn2c(=O)n(-c3ccccc3)c(=O)n21 (configuration not stated)	/	/	/	1%	/	-66%	?	4.1%	?
CNS(=O)(=O)c1cnccc1N1CCN(c2cccc(C(F)(F)F)c2)CC1	6%	-6%	-7%	-2%	/	-26%	i	3.3%	?
COCCNCC(=O)N1CCCCCC1	-2%	1%	-25%	2%	3%	-3%	i	-0.8%	-10%
COc1ccccc1NC(=O)c1cc(-c2ccc(C)o2)nc2ccccc12	0%	?	-24%	2%	?	2%	?	2.7%	0%
CCC(C)(C)NC(=O)C(C(C)C)N(CC1CCCO1)C(=O)CNS(=O)(=O)c1ccc(F)cc1 (configuration not stated)	-8%	9%	2%	0%	-7%	-12%	?	-0.1%	-17%
FC(F)(F)c1cccc(OCc2noc(-c3ccsc3)n2)c1	11%	0%	18%	-15%	14%	0%	i	2.8%	5%
O=C(NCCN1CCOCC1)C(=O)NCC1OCCN1S(=O)(=O)c1cc(F)ccc1F (configuration not stated)	1%	-5%	-19%	-4%	5%	-16%	i	0.2%	-37%
CS(=O)(=O)Nc1ccc(Br)cc1C(=O)c1ccccc1	-4%	1%	-6%	2%	-12%	1%	i	-0.1%	-18%
CC(=O)c1cccc(NC(=O)c2ccc(C(=O)Nc3cccc(C(C)=O)c3)nc2)c1	3%	-1%	-8%	3%	3%	-2%	i	0.1%	7%
CCOc1ccc(S(=O)(=O)N2CCN(C(=O)C3CC3C)CC2)cc1 (configuration not stated)	4%	-30%	-20%	5%	-14%	-1%	i	-0.2%	-25%
Cc1occc1-c1nnc(SCC(=O)N2CCCc3ccccc32)n1Cc1ccco1	2%	6%	11%	-1%	5%	4%	i	0.6%	-3%
O=C(Nc1ccc(F)cc1)N1CCOCC1	-2%	-2%	/	-1%	-3%	-3%	/	-0.2%	-19%
COc1ccc(OC)c(-n2c(-c3ccc(O)cc3O)n[nH]c2=S)c1	1%	1%	26%	-3%	-5%	-2%	i	-0.1%	-18%
O=C(CNC(=O)c1cccc([N+](=O)[O-])c1)NC1CCCc2ccccc21 (configuration not stated)	0%	0%	10%	-20%	-8%	-3%	i	0.5%	0%
CCOc1ccccc1C(=O)NCC(=O)Nc1ccc2c(c1)OCO2	11%	-7%	-28%	9%	12%	-4%	?	3.0%	-11%
Cc1ccc(Cl)cc1N1CCN(C(=O)Cn2nc(C)n3c(cc4sccc43)c2=O)CC1	16%	/	/	/	?	-12%	/	2.2%	?

These rows are one share of the data; rates above refer to the full screens.
